Bcl-XL Bim block – inhibitors of Bim-Bcl-XL binding, primary screen, biochemical, multiplexed, bead flow cytometry, human Bcl-XL; AID 1007, 2008; Bim peptide-Bcl-XL binding, fluorescence; 190,000 compounds, 0.04% hits; inhibition, % at 10 µM
Target sequence (Q07817 whole entry, looked up): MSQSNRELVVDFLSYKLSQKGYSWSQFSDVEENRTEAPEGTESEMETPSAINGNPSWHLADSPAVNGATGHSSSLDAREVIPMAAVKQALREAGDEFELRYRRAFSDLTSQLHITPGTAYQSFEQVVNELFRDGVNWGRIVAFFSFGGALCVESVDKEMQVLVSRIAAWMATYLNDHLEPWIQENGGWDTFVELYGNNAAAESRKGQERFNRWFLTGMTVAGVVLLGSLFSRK
GSH bead fluor – compound fluorescence on glutathione beads, profiling panel, artefact control, biophysical, 488/530 nm, flow cytometry. GSH beads flow cytometry, compound fluorescence 488/530 nm; active compounds read high. fluorescence (KMESF) at 10 µM. AID 1776, 2009. 190,000 compounds, 0.25% hits; in the data active = fluorescence above about 89;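 also: glutathione beads carrying GST-tagged Bcl family fusion proteins plus one bare bead set; values are compound well signal with DMSO vehicle wells as background; inactives centre near 16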
RGS4-Gao reg – modulators of RGS4 binding to Galphao, primary screen, biochemical, multiplexed bead flow cytometry; Guanine nucleotide-binding protein G(o) subunit alpha (Homo sapiens), P09471; actives lie on both sides; binding response (% of control), % at 10 µM; 220,000 compounds, 0.33% hits; AID 1415, 2008; in the data active = binding response below about 49% or above about 150%; inactive = in between;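 also: fluorescent Galphao activated with aluminum fluoride binding bead-coupled RGS4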
Mcl1 Bid PPI – Mcl-1/Bid binding inhibitors, primary screen, biochemical, TR-FRET, 1536-well; Induced myeloid leukemia cell differentiation protein Mcl-1 (Homo sapiens), Q07820; TR-FRET Mcl-1/Bid-Dy647 peptide binding; inhibition, % at 21.7 µM; 220,000 compounds, 0.97% hits;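 active = compounds that cut the binding signal by more than half at the single screening dose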;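 also: His-tagged Mcl-1 with europium anti-His antibody binding Bid BH3 peptide; 0% = Mcl-1 plus peptide wells and 100% = peptide-only wells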
Target sequence (Q07820 whole entry, looked up): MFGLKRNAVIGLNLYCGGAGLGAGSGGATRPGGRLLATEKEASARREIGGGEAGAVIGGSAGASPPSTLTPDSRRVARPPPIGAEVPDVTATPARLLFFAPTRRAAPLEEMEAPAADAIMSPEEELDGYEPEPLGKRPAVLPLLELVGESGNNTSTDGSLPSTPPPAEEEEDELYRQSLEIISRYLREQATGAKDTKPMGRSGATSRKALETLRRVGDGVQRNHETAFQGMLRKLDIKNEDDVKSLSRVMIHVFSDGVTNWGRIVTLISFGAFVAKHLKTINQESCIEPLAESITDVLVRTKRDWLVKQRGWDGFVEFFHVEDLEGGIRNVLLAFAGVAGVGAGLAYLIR
RGS8-Gao – RGS8-Galphao binding modulators, primary screen, biochemical, multiplexed bead flow cytometry. AID 1423, 2008. Guanine nucleotide-binding protein G(o) subunit alpha (Homo sapiens), P09471. response (percent of control binding), % at 10 µM. actives lie on both sides. 220,000 compounds, 0.34% hits; in the data active = response below about 60% or above about 140%; inactive = in between;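 also: Galphao activated as the GDP aluminium fluoride complex binding bead-coupled RGS8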
Bim-Mcl-1 – inhibitors of Bim peptide binding to Mcl-1, primary screen, biochemical, bead-based flow cytometry, multiplex. AID 1009, 2008. 190,000 compounds, 0.1% hits. inhibition, % at 10 µM. Bim peptide-Mcl-1 binding;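 also: 0% = no compound tracer wells and 100% = peptide blocker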
Bim-Bcl-2 – inhibitors of Bim-Bcl-2 binding, primary screen, biochemical, multiplexed, human Bcl-2 family. inhibition, % at 10 µM. Apoptosis regulator Bcl-2 (Homo sapiens), P10415. 190,000 compounds, 0.06% hits. Bead-based flow cytometry, Bim peptide-Bcl-2 binding. AID 950, 2007; in the data active = inhibition above about 40%; inconclusive = no clear call, values can overlap the other calls;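 also: 0% = no compound wells with probe peptide and 100% = reference peptide inhibitor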
RGS7-Gao reg – RGS7-Galphao binding modulators, primary screen, biochemical, multiplexed bead flow cytometry. actives lie on both sides. 220,000 compounds, 0.35% hits. AID 1439, 2008. binding response (% of control), % at 10 µM; in the data active = binding response below about 49% or above about 150%; inconclusive = no clear call, values can overlap the other calls; inactive = in between;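 also: fluorescent Galphao held in activated GDP-AlF4 state binding bead-coupled RGS7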
Bim-Bcl-W – inhibitors of Bim binding to Bcl-W, primary screen, biochemical, multiplexed, bead-based flow cytometry; Bcl-2-like protein 2 (Homo sapiens), Q92843; Bim peptide-Bcl-W binding; inhibition, % at 10 µM; 190,000 compounds, 0.02% hits;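 also: 0% = bound tracer without compound and 100% = peptide blocker; higher means less fluorescent Bim peptide bound to Bcl-W beads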
Target sequence (Q92843 whole entry, looked up): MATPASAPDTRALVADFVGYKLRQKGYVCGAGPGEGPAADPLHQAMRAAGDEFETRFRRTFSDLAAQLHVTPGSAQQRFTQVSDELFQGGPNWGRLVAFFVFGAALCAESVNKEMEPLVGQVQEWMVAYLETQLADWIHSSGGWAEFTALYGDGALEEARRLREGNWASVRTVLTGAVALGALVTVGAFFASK
Bim-Bcl-B – inhibitors of Bim-Bcl-B binding, primary screen, biochemical, multiplexed, human Bcl-2 family. Bcl-2-like protein 10 (Homo sapiens), Q9HD36. bead-based flow cytometry, Bim peptide-Bcl-B binding. inhibition, % at 10 µM. 190,000 compounds, 0.073% hits. AID 951, 2007;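 also: 0% = tracer peptide without compound and 100% = reference inhibitor peptide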
Target sequence (Q9HD36 whole entry, looked up): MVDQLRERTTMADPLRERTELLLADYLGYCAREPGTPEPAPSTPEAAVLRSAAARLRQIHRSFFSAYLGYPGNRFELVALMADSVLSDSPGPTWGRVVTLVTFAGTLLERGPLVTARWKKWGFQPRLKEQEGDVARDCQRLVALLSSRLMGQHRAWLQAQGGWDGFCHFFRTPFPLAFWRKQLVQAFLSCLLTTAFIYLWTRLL
Bfl-1 Bim block – inhibitors of Bim binding to Bfl-1, primary screen, biochemical, multiplexed, bead-based flow cytometry; Bim-Bfl-1 binding inhibition; inhibition, % at 10 µM; 190,000 compounds, 0.12% hits; Bcl-2-related protein A1 (Homo sapiens), Q16548;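 also: 0% = wells without compound plus tracer and 100% = blocker peptide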
* = called active by the depositor; ? = inconclusive. Rule as the data show it, unless noted: active = inhibition above about 40%.

no.	mol	RGS8-Gao	RGS7-Gao reg	Bfl-1 Bim block	GSH bead fluor	Mcl1 Bid PPI	Bim-Mcl-1	Bim-Bcl-B	Bim-Bcl-2	Bim-Bcl-W	RGS4-Gao reg	Bcl-XL Bim block
1	Cc1ccc(CSCC(=O)N2CCOCC2)cc1	102	98	-11	56	-4	1	-3	-3	0	102	2
2	CCN(CC)c1ccc(-c2nc3cnccn3c2NC2CCCC2)cc1	100	98	5	28	-17	1	3	5	5	96	3
3	CCOc1ccc(N2C(=O)/C(=C/c3ccccc3)N=C2SC)cc1	103	95	-6	15	-25	-3	-4	-4	-3	101	-5
4	CC(=O)Nc1c(C)nn(-c2ccc(C)c(C)c2)c1C	102	101	-2	9	-28	-2	0	-2	0	98	0
5	O=C(Cn1nnc(-c2cccs2)n1)N1CCOCC1	100	?	-4	18	-36	-2	-4	-3	-2	100	-4
6	COCc1c(C(=O)OCC(=O)N2c3ccccc3CC2C)oc2ccccc12 (stereo not drawn)	105	101	-11	50	5	0	-8	-10	1	100	-12
7	CCOC(=O)c1ccc(NC(=O)c2ccccc2[N+](=O)[O-])cc1	101	101	1	6	-33	-2	0	1	-1	99	-2
8	O=C(NC12CC3CC(CC(C3)C1)C2)c1cncc(O)c1	102	98	-11	26	4	0	-2	-9	2	94	4
9	O=c1cc(CO)oc(C(Nc2ccccn2)c2ccccc2Cl)c1O (stereo not drawn)	96	93	0	23	7	0	0	4	-1	99	-2
10	Cc1[nH]c(=O)c(C#N)cc1-c1ccncc1	103	97	-6	14	-3	-2	-4	-2	-2	101	-1
11	O=S(=O)(c1ccc(F)cc1)N1CCN(c2ccc(-c3ccccc3)nn2)CC1	98	98	-5	25	-14	-6	-4	-4	1	98	-1
12	Cc1cc(=O)oc2cc(OCC(=O)OCC(=O)Nc3ccc4ccccc4c3)ccc12	101	99	-2	21	0	-7	-3	0	-1	99	-4
13	O=C(O)c1cc(S(=O)(=O)Nc2ccc(N3CCCCC3)cc2)ccc1Cl	101	94	-1	10	-48	2	2	3	1	99	2
14	O=[N+]([O-])c1ccc2c(c1)ncn2-c1ccccc1	99	97	-14	15	82*	-1	-7	-13	-1	100	-6
15	CC1CCCCC1NC(=O)Cn1nnc(-c2ccc(Cl)cc2)n1 (stereo not drawn)	101	101	-1	24	-13	-2	0	-1	-1	102	0
16	CC(OC(=O)c1cccs1)C(=O)NCc1ccco1 (stereo not drawn)	112	111	-6	17	0	-2	-5	-8	0	111	-5
17	CCOC(=O)c1nn(-c2ccc3c(c2)CCN3C(C)=O)cc1O	103	101	-1	15	-29	-2	-3	-1	-1	102	0
18	COc1ccc(OC)c(Nc2nc(-c3ccccc3O)nc3ccccc23)c1	100	?	-1	14	-50	5	-1	0	0	104	-1
19	O=c1c2ccccc2c2ccccc2c(=O)n1-c1ccccc1	105	107	-12	20	4	1	-6	2	0	95	-2
20	N#Cc1cccc(-c2nnc(SCc3ccccc3C#N)o2)c1	103	100	-14	31	-2	-3	-12	-11	-2	101	-9
21	COC(=O)[C@@H](NC(=O)NC1CCCc2ccccc21)C(C)C (stereo partly drawn)	101	101	-17	37	-15	-3	-8	-10	-4	100	-3
22	O=C(O)c1cccc(N=NN2CCOCC2)c1	100	99	-5	10	10	-3	-3	-2	-2	99	-5
23	O=C(c1cc2ccccc2o1)N1CCC(N2CCC(C(=O)N3CCCC3)CC2)CC1	105	106	3	24	-32	6	0	2	3	102	2
24	CCOc1ccc(C(=O)NC(=S)Nc2cccnc2)cc1	99	100	-10	15	-14	-3	-10	-9	-6	99	-8
25	O=C1CCC([N+](=O)[O-])C(c2ccc(Br)cc2)N1 (stereo not drawn)	104	94	-4	10	-14	-5	-5	-3	-3	98	-2
26	O=C(CCc1ccccc1)c1nnc(-c2ccccc2)o1	101	97	-7	18	-19	-1	-3	-6	-1	98	-4
27	COc1ccc2c(c1)C1(C)CC(C)(C)N2C(=O)N1c1ccccc1 (stereo not drawn)	95	104	3	22	-10	0	1	2	0	101	1
28	Nc1ncnc(NNC(=O)CNC(=O)c2c(F)cccc2Cl)c1[N+](=O)[O-]	102	98	-5	19	-13	3	-3	-4	3	100	1
29	COc1ccc(C(=O)OCC(=O)Nc2ccc(F)c(F)c2)cc1OC	94	95	-8	41	-38	0	-7	-3	1	92	0
30	CC(C)(C)CC(=O)Nc1ccc(S(=O)(=O)N2CCCC2)cc1	104	103	-6	12	1	-5	-2	-6	-3	104	-5
31	O=c1nc(/C=C/c2cc([N+](=O)[O-])ccc2Cl)cc(C(F)(F)F)[nH]1	102	103	-14	16	2	2	-3	-5	0	102	-2
32	CN1CCc2c(n(CC(O)CN3CCN(CCO)CC3)c3ccccc23)C1=O (stereo not drawn)	98	98	-2	11	-8	3	0	0	2	103	0
33	NCCCCCc1nnc(SCc2ccccc2Cl)o1	101	101	-2	29	-17	-1	0	-1	1	98	0
34	COc1cc2c(cc1NC(=O)c1ccccc1F)CCCC2	81	95	-1	10	10	-4	-10	-7	-7	98	-7
35	COc1ccc(CCNC(=O)COc2ccc(N(C)S(=O)(=O)c3ccc(Cl)cc3)cc2)cc1	104	?	-5	14	-3	0	-2	-2	3	104	-1
36	O=C(c1cc2ccc([N+](=O)[O-])cc2oc1=O)N1CCOCC1	102	104	-7	22	36	-1	-3	-4	-1	103	-4
37	CC(=O)CCc1ccc(OCCCCN2CCC(Cc3ccccc3)CC2)cc1	103	100	-2	19	22	0	-4	2	-1	105	0
38	CCN(c1ccccc1)C1(O)C(=O)c2ccccc2C1=O	99	102	7	10	-67	0	2	1	0	99	3
39	COc1c(N2CCN(C(=S)Nc3ccc(F)cc3)C(C)C2)c(F)cc2c(=O)c(C(=O)O)cn(C3CC3)c12 (stereo not drawn)	100	92	-1	25	-54	-2	-5	-2	-1	93	0
40	C=CCOc1ccc(-c2nc3c(c(=O)[nH]c(=O)n3CCCC)n2C)cc1OC	100	?	-5	15	-38	-2	-4	-3	-4	101	-3
41	O=C(CSc1nnc(SCc2cccc3ccccc23)s1)N/N=C/c1c[nH]c2ccccc12	111	108	19	12	-25	20	10	14	20	104	23
42	CCn1c(CCCNC(=O)c2ccc(F)cc2)nc2ccccc21	94	89	-11	20	-23	2	-5	0	0	94	-4
43	COc1ccccc1N=c1c2c([N+](=O)[O-])cc([N+](=O)[O-])cc2n(O)n1-c1ccccc1OC	102	97	-6	10	-12	1	-2	-3	-1	99	-3
44	Cc1nn(-c2nc3ccccc3[nH]2)c(N)c1-c1ccccc1	101	103	1	13	-33	1	-1	1	0	98	-5
45	CCOc1ccc(CC(=O)Nc2sc(Cc3ccccc3)c(C)c2C(N)=O)cc1OCC	97	95	0	21	-35	-4	-11	-7	-5	96	-7
46	CCN(CCO)Cc1csc2ccc(Br)cc12	98	97	-1	22	-4	-1	0	0	-1	100	-2
47	CCCCn1c(CCNC(=O)CC)nc2ccccc21	101	102	-2	13	-1	0	-5	-7	-2	100	-8
48	CCOC(=O)c1c(C)nc2sc(C(=O)Nc3ccccc3)c(N)c2c1-c1ccc(OC)cc1	102	102	-7	37	-17	-3	-14	-6	-2	101	-3
49	COc1ccc(-c2cc(C(F)(F)F)c(C#N)c(SCC(=O)Nc3ccc(C)cc3)n2)cc1	99	101	-9	16	-10	1	-5	-11	0	100	-4
50	CC(C)(C)c1ccc(S(=O)(=O)N2CCCCC2)cc1	104	101	-3	13	-24	-7	-7	-7	-4	104	-7
51	CC(C)CC(=O)Nc1sc2c(c1C#N)CC(C)(C)NC2(C)C	99	90	-1	25	-10	-4	0	-1	-3	92	-3
52	Cc1ccc(-c2cc(C(=O)O)c3cc(Br)ccc3n2)o1	99	106	9	9	18	1	5	4	0	101	4
53	CC(C)(C)c1ccc(NC(=S)NCc2cccs2)cc1	95	95	-5	23	-5	-2	-9	-8	-7	97	0
54	CCOC(=O)/C=c1\s/c(=C\c2ccc3cc(OC)ccc3c2)c(=O)n1CC(=O)NCc1ccc2c(c1)OCO2	100	96	-5	14	21	-5	0	-2	-2	99	-3
55	Cn1c(=O)c2c(nc(NCCNC(=O)c3ccco3)n2Cc2ccc(Cl)cc2Cl)n(C)c1=O	94	96	-8	7	-40	1	-6	-2	1	93	1
56	CCOC(=O)c1ccc(NC2=CC(=O)C(=O)c3ccccc32)cc1	106	108	0	19	-9	0	0	-1	0	111	-6
57	Cc1ccc(S(=O)(=O)NCc2ccco2)cc1C	100	105	0	6	-43	-4	0	0	0	100	0
58	COc1ccccc1N1CCN(/N=C/c2cc(OC)c(OC)c(OC)c2)CC1	99	101	-20	9	-21	0	-8	-9	-5	96	-7
59	CCOc1ccc(Nc2nc(Cc3nnc(SCC(=O)c4ccc(C)c(C)c4)o3)cs2)cc1	97	92	-11	17	-21	3	-7	-2	5	96	-1
60	Cc1ccc(S(=O)(=O)N2CCN(C(=O)c3n[nH]c(=O)c4ccccc34)CC2)cc1	101	?	-1	12	-21	2	-2	3	0	98	0

Random excerpt: 2 entries already listed
no.	mol	RGS8-Gao	RGS7-Gao reg	Bfl-1 Bim block	GSH bead fluor	Mcl1 Bid PPI	Bim-Mcl-1	Bim-Bcl-B	Bim-Bcl-2	Bim-Bcl-W	RGS4-Gao reg	Bcl-XL Bim block
52	Cc1ccc(-c2cc(C(=O)O)c3cc(Br)ccc3n2)o1	99	106	9	9	18	1	5	4	0	101	4
59	CCOc1ccc(Nc2nc(Cc3nnc(SCC(=O)c4ccc(C)c(C)c4)o3)cs2)cc1	97	92	-11	17	-21	3	-7	-2	5	96	-1

New compounds follow.
no.	mol	RGS8-Gao	RGS7-Gao reg	Bfl-1 Bim block	GSH bead fluor	Mcl1 Bid PPI	Bim-Mcl-1	Bim-Bcl-B	Bim-Bcl-2	Bim-Bcl-W	RGS4-Gao reg	Bcl-XL Bim block
61	O=S(=O)(c1ccc(Cl)c(Cl)c1)N1CCc2nc3ccccc3n2CC1	99	97	-11	45	-5	0	-5	-8	0	97	2
62	O=C(CCN1C(=O)c2cccc3cccc(c23)C1=O)N1CCOCC1	101	101	-5	9	-18	0	0	-3	1	99	0
63	Cc1[nH]n(-c2ccc(Cl)cc2)c(=O)c1C(=O)c1ccccc1	102	97	-5	13	-12	0	-2	-2	-1	98	0
64	O=C(O)C(O)c1ccco1 (stereo not drawn)	74	84	-3	9	-25	-2	-7	-2	-5	92	-2
65	O=c1oc2ccc(Cl)cc2cc1-c1ccccc1	100	99	0	11	-4	-3	-11	-7	-5	97	-4
66	Cc1ccc(S(=O)(=O)N2CCN(C(=O)N3CCOCC3)C2c2ccc(N(C)C)cc2)cc1 (stereo not drawn)	101	101	-20	28	-22	-7	-9	-15	-3	103	-6

Source: PubChem BioAssay (several laboratories)
